D2 PAM – positively modulates the human D2 dopamine receptor allosterically | P14416 | HEK293 T-REx D2, calcium flux, EC20 dopamine potentiation | potentiation, % at 10 µM | 340,000 compounds, 0.34% hits | AID 485347;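 active = potentiation over 3 SD above the plate norm, cut at about 30% in these data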; also: 0% is about no effect
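Potentiation of an EC20 dopamine calcium response is measured in a force-coupled, tetracycline-inducible Hek293 Trex D2 line. Compound-only kinetic reads over 180 s flag agonists before dopamine addition.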
RXFP1 antagonist – blocks the human relaxin receptor RXFP1; HEK293-RXFP1, relaxin-stimulated cAMP HTRF, 30 min; active compounds read low; activity change, negative = inhibition, % at 57.5 µM; 350,000 compounds, 0.59% hits; AID 1259400;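 active = activity change of -60% or lower, but not beyond a set lower limit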; also: % is scaled to controls: 0 for no effect and ±100 for the full control effect
Target sequence (Q9HBX9 whole entry, looked up): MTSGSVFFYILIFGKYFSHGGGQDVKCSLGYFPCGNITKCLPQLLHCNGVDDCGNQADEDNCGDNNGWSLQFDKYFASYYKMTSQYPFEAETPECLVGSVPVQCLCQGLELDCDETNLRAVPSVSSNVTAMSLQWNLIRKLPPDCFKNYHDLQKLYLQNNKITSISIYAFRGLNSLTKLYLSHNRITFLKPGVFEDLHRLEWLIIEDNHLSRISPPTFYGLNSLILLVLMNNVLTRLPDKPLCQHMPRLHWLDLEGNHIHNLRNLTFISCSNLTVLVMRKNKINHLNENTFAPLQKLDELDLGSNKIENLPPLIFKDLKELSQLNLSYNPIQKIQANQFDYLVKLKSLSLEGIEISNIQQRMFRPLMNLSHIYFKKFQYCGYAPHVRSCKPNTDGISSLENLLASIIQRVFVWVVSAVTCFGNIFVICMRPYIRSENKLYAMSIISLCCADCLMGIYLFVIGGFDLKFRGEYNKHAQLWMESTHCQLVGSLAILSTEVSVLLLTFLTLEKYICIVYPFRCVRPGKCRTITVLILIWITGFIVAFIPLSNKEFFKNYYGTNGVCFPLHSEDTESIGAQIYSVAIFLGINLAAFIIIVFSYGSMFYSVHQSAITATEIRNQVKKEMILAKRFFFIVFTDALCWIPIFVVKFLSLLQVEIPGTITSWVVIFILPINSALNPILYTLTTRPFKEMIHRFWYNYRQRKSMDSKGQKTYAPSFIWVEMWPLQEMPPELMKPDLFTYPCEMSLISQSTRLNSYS
D1 antag – blocks dopamine activation of the human D1 receptor. P21728. HEK293 TREx D1 cells, calcium flux, dopamine EC80; active compounds read low. activity change, negative = inhibition, % at 10 µM. 360,000 compounds, 3.2% hits. AID 504652; in the data active = activity change below about -30%; also: % is scaled to controls: 0 for no effect and ±100 for the full control effect
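Cells carrying a force-coupled, tetracycline-inducible human D1 receptor report calcium flux. Each well gets a 10 s baseline, compound with 180 s monitoring, then an EC80 dopamine stimulus with a second 180 s kinetic read.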
D1 PAM – enhances dopamine response at the human D1 receptor | P21728 | HEK293 TREx D1 cells, calcium flux, dopamine EC20 potentiation | potentiation, % at 10 µM | 360,000 compounds, 0.036% hits; in the data active = potentiation above about 30%; also: 0% is about no effect
TRHR enhancer – allosterically enhances the human TRH receptor; enhancement, % at 2 µM; 360,000 compounds, 0.66% hits; TRHR cells, fluo-8 calcium fluorescence, EC20 TRH enhancement; in the data active = enhancement above about 30%; also: 0% is about no effect
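Enhancer read-out: after compound pinning and an initial kinetic agonist-mode read, an EC20 of TRH (10 nM final) was injected and fluo-8 calcium signal (Ex 480/Em 530) followed at 1 s/cycle for 100 cycles in TRHR-expressing cells.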
D1 agonist – activates the human D1 dopamine receptor. HEK293 T-REx D1 cells, calcium flux, agonist mode. activation, % at 2 µM. 360,000 compounds, 1% hits. AID 504660; also: 0% is about no effect
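Tetracycline-induced HEK293 TREx D1 cells, force-coupled to calcium signalling, were dye-loaded with a no-wash calcium kit. Compound was pin-added after a 10 s baseline. Fluorescence was read kinetically at 1 cycle/s for 180 s, with calcium rises flagged as agonism.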
TRHR ag – TRH receptor (human) agonism; P34981; TRHR cells, calcium flux fluo-8, FDSS agonist mode; activation, % at 2 µM; 360,000 compounds, 0.18% hits; AID 493084; also: 0% is about no effect
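TRHR-expressing cells, plated overnight in medium with 10% serum, were loaded with fluo-8 calcium dye at room temperature. After a 10 s baseline, library compound was pin-added and calcium release was recorded kinetically (ex 480/em 530) as agonist response.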
D2 ag – D2 dopamine receptor (human) agonism; P14416; HEK293 T-REx D2 cells, calcium flux agonist mode; activation, % at 2 µM; 340,000 compounds, 0.53% hits;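 active = activation over 3 SD above normal in the single-dose calcium agonist read, cut at about 30% in these data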; also: 0% is about no effect
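Agonism scored from kinetic calcium signal (1 read/sec, 180 s) following compound pin transfer, after a 10 s baseline. Cells: HEK293 Trex line expressing inducible D2 receptor coupled to calcium, dye-loaded after overnight culture at 30 C.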
D2 antagonist – antagonists of human D2 dopamine receptor; AID 485344; HEK293 TREx D2 cells, calcium flux, dopamine EC80; 340,000 compounds, 2% hits; inhibition, % at 10 µM; in the data active = inhibition above about 30%; also: 0% is about no effect
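Tetracycline-induced HEK293 T-REx cells expressing D2 force-coupled to calcium signalling were dye-loaded, exposed to compound for 180 s, then challenged with an EC80 of dopamine; calcium flux was followed kinetically for a further 180 s.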
Active calls of the source: *; / = not tested or not shown; & = joins results of further samples. Rule as the data show it, unless noted: active = activation above about 30%; inactive = the rest. Hits appear at their usual frequency (roughly 7.1% active in at least one column).

SMILES | D2 PAM | RXFP1 antagonist | D1 antag | D1 PAM | TRHR enhancer | D1 agonist | TRHR ag | D2 ag | D2 antagonist
CCCCCCCC(=O)OCC(=O)[C@@]1(O)CC[C@H]2[C@@H]3CCC4=CC(=O)CC[C@]4(C)[C@H]3[C@@H](O)C[C@@]21C | / | / | -7 | 6 | 1 | 7 | 1.4 | / | /
C=CCSC1=N/C(=C\c2cc(OC)c3c(c2)OCO3)C(=O)S1 | / | 13 | 2 | 1 | 3 | 0 | -0.6 | / | /
N#Cc1cc[n+](CC(=O)c2ccc(NC(=O)c3ccccc3)cc2)cc1 | -1 | 2 | 1 | -2 | 10 | 2 | 0.5 | 2.9 | -28
Cc1cccnc1NC(=O)C1COc2ccccc2O1 (configuration not stated) | -4 | 0 | 11 | -10 | -2 | 8 | 2.5 | 0.2 | 11
CCCSCCCNC(=O)CN1C(=O)CCn2nc(-c3cn(C)c4ccccc34)cc21 | / | -8 | 5 | 1 | 9 | -1 | -0.3 | 0.8 | /
COc1ccc2c(c1)OC[C@H]1[C@H]2N2C(=O)c3cc(Cl)ccc3NC(=O)[C@@]2(C)[C@H]1c1ccccc1 | -10 | / | -5 | 1 | -1 | 10 | 0.6 | -0.2 | 3
CN(C)c1ccc(-c2nc3ccccn3c2Nc2ccc3c(c2)OCCO3)cc1 | -3 | -7 | 7 | -1 | 1 | -1 | -1.0 | 0.1 | /
Cc1ccc2nc3n(c2c1)CCCN3 | / | / | 6 | -3 | -2 | 1 | 1.0 | / | /
O=C(Nc1nc(-c2ccc(Cl)s2)cs1)c1ccccc1 | 5 | -1 | -6 | 4 | 3 | 1 | -2.9 | -0.3 | -11
CCNC(=O)/C(=C/c1ccc2c(c1)OCO2)NC(=O)c1ccc(Br)cc1 | 5 | -3 | 5 | 3 | 8 | 0 | 0.2 | 0.7 | -20
COC(=O)C1=C(CSc2nc3ccccc3o2)NC(=O)NC1c1cc(C)ccc1C (configuration not stated) | 1 | -2 | 7 | -3 | -1 | 6 | -0.9 | -0.6 | -5
CCC(C)C(NC(=O)OC(C)(C)C)C(=O)NC(C)C(N)=O (configuration not stated) | -5 | -7 | 3 | -7 | 11 | 1 | 1.2 | 2.4 | -5
CCOc1ccc(NC(=O)[C@@H](NC(=O)OCc2ccccc2)[C@@H](C)CC)cc1 | -1 | -20 | -7 | -4 | -2 | -1 | 0.7 | -0.9 | -17
Cc1cccc(OCCCn2c(=O)oc3ccc(C)cc32)c1 | 2 | -36 | -6 | -5 | -6 | 11 | 1.0 | -0.3 | -5
CCC1CCC(C(=O)NC(C(=O)NCCN(CC(C)C)CC(C)C)C(C)C)CC1 (configuration not stated) | 13 | -9 | 10 | 0 | 4 | 9 | 0.4 | -0.3 | /
O=C(Nc1ccc(-c2nnn(CC(=O)N3CCN(C(=O)c4ccco4)CC3)n2)cc1)c1ccc(F)cc1 | -4 | -9 | -7 | -8 | 7 | 2 | 0.9 | 6.5 | -6
Cc1cc(Oc2ccccc2)nc(N)n1 | 18 | 7 | 11 | -1 | 3 | 2 | -0.1 | 0.8 | -3
CCc1ccc(-c2nn(-c3cc(Cl)ccc3[N+](=O)[O-])c(=O)c3ccccc23)cc1 | -7 | -7 | 10 | -3 | -3 | 5 | 0.4 | -0.1 | 7
CN(C)C(=O)c1nnc(Cc2ccc(Cl)cc2)o1 | 5 | 1 | -15 | 3 | 2 | -2 | -0.4 | 0.1 | 0
CN1CCN(c2ccc(NC(=O)c3cc([N+](=O)[O-])ccc3N3CCOCC3)cc2)CC1 | 2 | 0 | 2 | 0 | 0 | 3 | 0.7 | -0.2 | -2
COC(=O)C1(C)NC(=O)c2ccccc2N1 (configuration not stated) | 3 | -2 | -10 | -1 | -5 | 1 | 0.9 | 1.5 | -3
Cc1cccc(N2C(=O)CC(N3CCN(Cc4ccc5c(c4)OCO5)CC3)C2=O)c1 (configuration not stated) | 1 | -4 | 4 | 0 | -6 | 2 | -0.5 | 3.2 | -1
c1ccc(CNc2nc(-c3cccnc3)nc3ccccc23)cc1 | -4 | -18 | -8 | 4 | -5 | 1 | 2.9 | 1.6 | 5
CC(=O)Nc1cc(C(=O)Nc2ccc3c(c2)N(C)C(=O)c2ccccc2S3)ccc1C | 4 | -2 | -15 | -1 | -8 | 0 | 0.2 | / | /
CS(=O)(=O)c1cccc(C(=O)Nc2ccc(-c3nc4ccccc4[nH]3)cc2)c1 | 1 | 14 | -12 | 0 | 2 | 4 | -0.4 | -0.3 | -22

The list goes on, overlapping the part above by 4 compounds.
SMILES | D2 PAM | RXFP1 antagonist | D1 antag | D1 PAM | TRHR enhancer | D1 agonist | TRHR ag | D2 ag | D2 antagonist
Cc1cccc(N2C(=O)CC(N3CCN(Cc4ccc5c(c4)OCO5)CC3)C2=O)c1 (configuration not stated) | 1 | -4 | 4 | 0 | -6 | 2 | -0.5 | 3.2 | -1
c1ccc(CNc2nc(-c3cccnc3)nc3ccccc23)cc1 | -4 | -18 | -8 | 4 | -5 | 1 | 2.9 | 1.6 | 5
CC(=O)Nc1cc(C(=O)Nc2ccc3c(c2)N(C)C(=O)c2ccccc2S3)ccc1C | 4 | -2 | -15 | -1 | -8 | 0 | 0.2 | / | /
CS(=O)(=O)c1cccc(C(=O)Nc2ccc(-c3nc4ccccc4[nH]3)cc2)c1 | 1 | 14 | -12 | 0 | 2 | 4 | -0.4 | -0.3 | -22
CC1CC(C)(C)CC2(C1)NC(=O)N(CC(=O)NCc1ccccc1F)C2=O (configuration not stated) | -4 | 1 | 0 | -7 | 1 | 2 | 0.2 | -0.8 | -10
Cc1cccc(N2NC(=O)/C(=C/c3ccc(-c4ccc(Cl)c(C(=O)O)c4)o3)C2=O)c1 | -4 | -2 | -30 | -2 | 0 | 5 | 0.4 | -0.1 | 4
CC1CCCN(C(=O)CCS(=O)(=O)c2cc3c(cc2Cl)NC(=O)CO3)C1 (configuration not stated) | 2&-3 | 4 | 40&-2 | -7&-3 | -4&-3 | 4&5 | 0.2&0.5 | 0.4&1.7 | -3
CCOC(=O)c1c(NC(=O)CSc2cn(CC)c3ccccc23)sc2c1CCC2 | 1 | -7 | -31* | -5 | 3 | -3 | -0.2 | -1.0 | 12
COc1ccc2oc(=O)c(C(=O)Oc3ccc(NC(C)=O)cc3)cc2c1 | 14 | 33 | -7 | -6 | 2 | 2 | -0.1 | 0.3 | -3
Nc1nc(CSCCO)nc(Nc2ccccc2)n1 | -3 | -2 | -10 | 1 | 2 | 4 | -0.5 | 1.1 | -15
COc1ccccc1NC(=O)C1=C(C)Nc2c(C(=O)Nc3ccc(F)cc3)cnn2C1c1cccc([N+](=O)[O-])c1 (configuration not stated) | 3 | 6 | 3 | -7 | -15 | 1 | -0.2 | / | /
Cc1cc(C)cc(NC(=S)N2CCC(N(C)CC3CCCO3)CC2)c1 (configuration not stated) | -14 | 4 | 10 | -1 | 12 | 0 | 0.0 | 0.3 | -2
CCN(CC(=O)Nc1cc(Cl)ccc1C)C(=O)CCc1nc2ccccc2c(=O)[nH]1 | / | 3 | 0 | -3 | -11 | 1 | -0.1 | / | /
Cc1ccc(CC(=O)NNC(=O)c2ccncc2)cc1C | -4 | 6 | 2 | -2 | -13 | 1 | 0.0 | -0.7 | -7
C[C@@H]1O[C@@H](OC2C(O)C(OCCc3ccc(O)c(O)c3)OC(CO)C2OC(=O)/C=C/c2ccc(O)c(O)c2)[C@H](O)[C@H](O)[C@H]1O (some centres not stated) | 7 | / | 22 | 0 | 8 | 1 | 1.0 | -0.4 | -9
CCn1cc(C(=O)NC2CC(C)(C)Cc3c2cnn3-c2cccc(F)c2)cn1 (configuration not stated) | 22 | 2 | 15 | 15 | 1 | 2 | -0.2 | 1.0 | -4
O=C(O)c1cccc(NC(=O)C2C3C=CC(C3)C2C(=O)O)c1 (configuration not stated) | 3 | -17 | 0 | -2 | 4 | 0 | 0.4 | -0.1 | 6
O=C(O)CNC(=S)N(Cc1cccs1)C1CCCCC1 | 0 | 9 | 8 | 11 | -4 | 2 | 0.9 | -0.1 | -16
O=C(CCN1CCN(Cc2ccccc2)CC1)Nc1cccc(Cl)c1 | -19 | -16 | -1 | 2 | 1 | 6 | 0.6 | -0.7 | -22
CCOCCCn1c(=S)[nH]c2cc(C(=O)NCCOC)ccc2c1=O | 5 | -1 | -7 | 0 | 0 | 4 | -0.2 | 1.6 | -8
COC(=O)c1ccc(Cn2c(SCC(=O)NCc3ccccc3)nc3ccccc32)cc1 | 0 | / | -4 | -1 | -3 | 9 | 1.0 | -0.3 | /
O=C(CCc1ccccc1)Nc1ccnn1C1CCN(Cc2ncc[nH]2)CC1 | -1 | 0 | 2 | -1 | -2 | 0 | -0.2 | 1.3 | -6
C=CCn1c(SCC(=O)Nc2ccc(N3CCOCC3)cc2)nc2ccccc2c1=O | 2 | -1 | -8 | -7 | -7 | 2 | -0.5 | 0.2 | 24
C/C(=N\NC(=O)c1cccc(S(=O)(=O)N2CCCC2)c1)c1cccs1 | -4 | -7 | 10 | -4 | 1 | -1 | 0.2 | -0.5 | -21
Oc1ccccc1CN1CCCN(Cc2ccccc2O)C1 | / | 15 | -8 | -6 | -5 | 0 | -0.5 | / | /
O=C(COC(=O)CN1C(=O)C2CCCCC2C1=O)Nc1cc(S(=O)(=O)N2CCOCC2)ccc1Cl (configuration not stated) | -5 | 2 | 4 | -2 | -1 | 6 | 0.8 | 0.9 | -7
CC(=O)Nc1sc(/C(C#N)=C\c2cccc(Cl)c2)nc1-c1ccc(C)cc1 | -14 | 4 | -45* | -6 | -4 | 244* | 67* | 61* | 30*
Cc1ccc(Cc2cnc(NC(=O)/C(C#N)=C/c3ccc(-c4cccc([N+](=O)[O-])c4)o3)s2)cc1 | 4 | 10 | -4 | -6 | 2 | 2 | 0.4 | 4.5 | 0
COc1ccccc1NC(=S)NCc1ccco1 | -1 | -7 | 5 | 0 | 7 | 1 | 0.1 | 0.9 | 3
Cc1c(NS(=O)(=O)c2cccc(C(=O)Nc3cccc(F)c3)c2)c(=O)n(-c2ccccc2)n1C | -6 | -12 | -16 | -2 | 0 | 1 | -0.2 | -0.4 | 17
COc1cc(/C=N/NC(=O)c2ccc3c(c2)OCCO3)cc(Cl)c1O | / | -2 | -1 | 4 | 13 | 1 | -1.2 | / | /
Cc1ccc(Nc2c(-c3ccc(C)o3)nc3cccc(C)n23)cc1 | -2 | -20 | 5 | 4 | 12 | 1 | -0.6 | / | /
COc1cc(C(=O)NNC(=S)Nc2ccc(S(N)(=O)=O)cc2)cc(OC)c1OC | -8 | -18 | -3 | 11 | 2 | 3 | 0.1 | 1.2 | -6

Looked up one by one from the list above, two records:
SMILES | D2 PAM | RXFP1 antagonist | D1 antag | D1 PAM | TRHR enhancer | D1 agonist | TRHR ag | D2 ag | D2 antagonist
CCOCCCn1c(=S)[nH]c2cc(C(=O)NCCOC)ccc2c1=O | 5 | -1 | -7 | 0 | 0 | 4 | -0.2 | 1.6 | -8
CCOC(=O)c1c(NC(=O)CSc2cn(CC)c3ccccc23)sc2c1CCC2 | 1 | -7 | -31* | -5 | 3 | -3 | -0.2 | -1.0 | 12

Compound activity deposited in PubChem BioAssay by National Center for Advancing Translational Sciences (NCATS).
